# TEAD-YAP inh = TEAD-YAP interaction inhibition | inhibition, % at 9.12 µM | HEK-TIYL cells, TEAD-Gal4/YAP UAS-luciferase luminescence | 1.4% of 640,000 active; in the data active = inhibition above about 32%;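 note: 0% = median of test compound wells and 100% = reference inhibitor wells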
# FBW7 activator = human FBW7 E3 ligase activation, primary screen | 0.13% of 650,000 active | normalized activity (activation), % at 26.1 µM | AlphaScreen FBW7–phospho-cyclin E peptide binding, activator screen | Q969H0; in the data active = normalized activity above about 1.9%;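 note: purified mutant Fbw7 with reduced substrate affinity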
# Target sequence (Q969H0 whole entry, looked up): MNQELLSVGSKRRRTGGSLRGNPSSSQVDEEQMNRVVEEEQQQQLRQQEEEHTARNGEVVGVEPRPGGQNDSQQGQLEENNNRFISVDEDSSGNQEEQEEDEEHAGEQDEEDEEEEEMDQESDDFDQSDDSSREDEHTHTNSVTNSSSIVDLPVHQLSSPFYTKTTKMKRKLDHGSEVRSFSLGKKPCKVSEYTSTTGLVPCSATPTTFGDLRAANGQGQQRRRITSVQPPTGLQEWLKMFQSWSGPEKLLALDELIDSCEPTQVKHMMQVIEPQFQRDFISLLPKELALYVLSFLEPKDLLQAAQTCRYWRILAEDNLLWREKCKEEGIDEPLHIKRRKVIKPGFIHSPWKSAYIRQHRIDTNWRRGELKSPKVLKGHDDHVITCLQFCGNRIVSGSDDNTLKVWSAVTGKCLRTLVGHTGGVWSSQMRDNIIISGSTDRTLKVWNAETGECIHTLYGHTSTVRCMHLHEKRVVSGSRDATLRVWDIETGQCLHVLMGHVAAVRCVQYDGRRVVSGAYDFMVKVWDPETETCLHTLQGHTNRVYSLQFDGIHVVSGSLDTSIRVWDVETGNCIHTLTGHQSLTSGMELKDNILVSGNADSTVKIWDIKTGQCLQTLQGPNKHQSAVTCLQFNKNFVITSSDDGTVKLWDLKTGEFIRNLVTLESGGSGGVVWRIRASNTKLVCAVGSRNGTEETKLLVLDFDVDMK
# GPR151 ag = activators of human GPR151 | Q8TDV0 | PathHunter beta-arrestin GPR151 cells, luminescence | activation, % at 11.2 µM | 1% of 650,000 active | AID 1508602; in the data active = activation above about 4.9%;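 note: 0% = median of compound wells and 100% = cells with positive control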
# Target sequence (Q8TDV0 whole entry, looked up): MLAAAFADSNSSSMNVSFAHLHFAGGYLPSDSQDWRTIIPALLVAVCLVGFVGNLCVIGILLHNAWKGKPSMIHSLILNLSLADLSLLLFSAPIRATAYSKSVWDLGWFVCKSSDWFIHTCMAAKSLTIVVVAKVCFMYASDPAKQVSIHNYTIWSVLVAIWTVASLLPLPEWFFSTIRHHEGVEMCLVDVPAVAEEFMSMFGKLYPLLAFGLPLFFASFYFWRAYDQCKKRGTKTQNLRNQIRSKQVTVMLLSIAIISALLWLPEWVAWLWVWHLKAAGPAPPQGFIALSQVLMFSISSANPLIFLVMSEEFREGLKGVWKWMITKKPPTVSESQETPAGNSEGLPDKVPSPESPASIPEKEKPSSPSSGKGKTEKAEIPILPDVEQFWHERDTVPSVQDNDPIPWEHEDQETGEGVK
# MITF primary = inhibitors of human MITF. 0.91% of 650,000 active. inhibition, % at 2.6 µM. AlphaScreen MITF homodimerization, bead proximity signal. AID 1259374; in the data active = inhibition above about 50%;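 note: 0% = vehicle wells with protein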
# * hit, by the source's call; / = no result given. Rows were taken by chance (roughly 3.4% active in at least one column).
SMILES,TEAD-YAP inh,FBW7 activator,GPR151 ag,MITF primary
CC(=O)NC1=NN(C(C)=O)C2(CCCc3ccccc32)S1 (centres undefined),3,0.1,1.8,0
CCn1c(C)[n+](CC(O)COc2ccccc2)c2ccccc21 (centres undefined),3,0.0,-0.9,-8
CCn1cc(C(=O)N2CCN(c3cccc(C)c3)C(C)C2)c2cc(OC)c(OC)cc2c1=O (centres undefined),0,0.1,0.9,-8
Cc1ccc(C(O)CNC(=O)/C=C/c2ccccc2)o1 (centres undefined),-7,-0.1,-1.0,-6
CCCNC(=O)CC(NS(=O)(=O)c1ccc(C)cc1)c1ccco1 (centres undefined),11,0.4,-0.2,9
COc1ccc(N2CCN(c3cc(=O)n(-c4ccc(Cl)cc4)c(=O)[nH]3)CC2)cc1,-3,0.5,-0.5,-26
O=C(CCCCCn1c(=S)[nH]c2ccc(Br)cc2c1=O)NCc1cccc(Cl)c1,0,0.1,-0.3,9
COc1ccc(-c2nc3ccccc3c(=O)n2Cc2ccccc2C)cc1OC,-9,-0.1,-0.4,7
CCN(CC)S(=O)(=O)c1ccc(C(=O)/C=C/c2c(F)cccc2F)cc1,-22,0.0,-0.4,2
COc1ccc(-n2nnnc2SCC(=O)Nc2ccc(C(C)=O)cc2)c(OC)c1,-1,0.3,2.8,16
CCN(CC)C(=O)Cn1c(=O)n(-c2ccccc2)c(=O)c2c3c(sc21)CCC3,0,0.8,2.8,11
N#C/C(=C\c1cc(Cl)cc(Cl)c1OCc1ccccc1)c1nn(CCO)c(N)c1C#N,-11,0.0,-1.2,3
O=C1COc2cc(S(=O)(=O)Nc3ccc(OC(F)(F)F)cc3)ccc2N1,4,0.2,-1.1,27
CN(C)c1ccc(NC(=O)CSc2ncn[nH]2)cc1,8,-0.3,-2.5,12
CCN(CC)CCCNc1c(-c2ccc(C(C)C)cc2)c(=O)c1=O,2,0.1,1.3,-2
COc1cc2ccccc2cc1C(=O)Nc1cc(Cl)ccc1Cl,-1,0.3,-1.3,0
c1ccc(-c2nc(NCc3cccnc3)c3ncn(-c4ccccc4)c3n2)cc1,17,-0.1,-1.0,2
COc1cccc(CNC(=O)CCC2CCCN(C(=O)Cc3cccs3)C2)c1 (centres undefined),1,0.0,0.5,3
O=C(CCn1c(=S)[nH]c2cc3c(cc2c1=O)OCO3)NCCc1ccc(Cl)cc1,-2,0.4,-1.4,-9
O=C(N/N=C/c1cc(Cl)cc([N+](=O)[O-])c1O)c1cccs1,-19,-0.3,1.2,10

# Another view of 2 compounds above:
mol	TEAD-YAP inh	FBW7 activator	GPR151 ag	MITF primary
COc1cccc(CNC(=O)CCC2CCCN(C(=O)Cc3cccs3)C2)c1 (centres undefined)	1	0.0	0.5	3
O=C(CCn1c(=S)[nH]c2cc3c(cc2c1=O)OCO3)NCCc1ccc(Cl)cc1	-2	0.4	-1.4	-9

# Back to the main list with the 5 entries that preceded the break.
SMILES,TEAD-YAP inh,FBW7 activator,GPR151 ag,MITF primary
COc1cc2ccccc2cc1C(=O)Nc1cc(Cl)ccc1Cl,-1,0.3,-1.3,0
c1ccc(-c2nc(NCc3cccnc3)c3ncn(-c4ccccc4)c3n2)cc1,17,-0.1,-1.0,2
COc1cccc(CNC(=O)CCC2CCCN(C(=O)Cc3cccs3)C2)c1 (centres undefined),1,0.0,0.5,3
O=C(CCn1c(=S)[nH]c2cc3c(cc2c1=O)OCO3)NCCc1ccc(Cl)cc1,-2,0.4,-1.4,-9
O=C(N/N=C/c1cc(Cl)cc([N+](=O)[O-])c1O)c1cccs1,-19,-0.3,1.2,10
O=C1/C(=C\c2ccco2)SC(=S)N1c1ccc([N+](=O)[O-])cc1,3,-0.1,2.5,20
COc1ccc(C(=O)Oc2ccc(F)cc2)cc1OC,11,0.0,-0.7,2
COC(=O)c1cc(Br)ccc1NC(=O)c1cc([N+](=O)[O-])ccc1Cl,1,0.1,0.3,0
CC(=O)Nc1ccc(/C(C)=N\O)cc1,-16,-0.1,-0.3,4
COc1ccc(C2CC(c3ccc(Br)cc3)=NN2S(=O)(=O)c2ccc(C)cc2)cc1 (centres undefined),-2,0.1,1.0,-7
CC(C)n1cnc2c(NC3CC3)nc(Nc3ncccn3)nc21,-2,0.0,1.4,9
O=C(Nc1ccc(Oc2ccccc2)cc1)c1cc2cc([N+](=O)[O-])ccc2oc1=O,-8,1.1,-0.7,18
O=C(CC1C(=O)NCCN1CC(c1ccccc1)c1ccccc1)NCCCn1ccnc1 (centres undefined),5,0.1,0.2,2
Cc1ccccc1OCC(O)Cn1c(N2CCCCC2)nc2c1c(=O)n(C)c(=O)n2C (centres undefined),-8,0.0,0.8,-10
COc1ccc(N2CCN(C(=O)Cc3cccs3)CC2)cc1,9,0.1,-0.1,16
COc1ccc(NC(=O)CN2C(=O)c3ccc([N+](=O)[O-])cc3C2=O)c([N+](=O)[O-])c1,12,0.0,-0.6,-1
CCn1cc(C(=O)Nc2cc(C)c(Cl)cc2OC)c(=O)c2ccc(C)nc21,-3,-0.1,-1.0,1
Cc1cccc(/C=N/n2c(C)cc(C)c(C#N)c2=O)c1,-4,0.8,4.1,10
O=C(Nc1c2c(nn1-c1cccc(Cl)c1)CSC2)c1c(F)cccc1Cl,8,-0.1,2.9,1
CC(=O)CNc1ccc(S(=O)(=O)N/N=C/c2ccccc2)cc1,-4,1.0,-1.6,9
O=C(CSc1nc(C2CC2)nc2ccccc12)NCc1cccs1,-1,0.5,-0.5,24
COCCNc1nc(-c2cccnc2)cnc1N,5,-0.1,1.0,3
O=C(CSc1nnc(-c2ccccc2)n1-c1ccccc1)Nc1ccc2nc(SCc3ccccc3)sc2c1,10,-0.3,0.5,3
O=C(COC(=O)c1ccc([N+](=O)[O-])s1)Nc1ccc2c(c1)OCCO2,10,-0.2,0.6,-5
Cc1ccc(NC(=O)C2CCCC2)cc1C,2,-0.1,-0.8,-8
CCCCN(CCCC)C1=C(C(=O)c2ccccc2)N(C)S(=O)(=O)c2ccccc21,2,0.1,0.9,6
Oc1ccccc1-c1nc(/C=C/c2ccccc2)no1,-37,0.2,-1.7,-2
CC(NS(=O)(=O)c1ccc(C(C)(C)C)cc1)c1nc(-c2ccncc2)n[nH]1 (centres undefined),-1,0.0,1.8,10
COc1cccc([C@@H]2Oc3ccc(Br)cc3C(=O)C2OC(=O)NC2CCCC2)c1 (some centres undefined),/,0.1,-0.3,21
Cc1cccc(C)c1OCC(=O)N/N=C/c1cn(C)c2ccccc12,51*,0.0,0.7,0
COc1cc(CCN2C(=O)c3cccc4cccc(c34)C2=O)c(S(=O)(=O)NC2CCS(=O)(=O)C2)cc1OC (centres undefined),2,-0.1,2.0,-11
Cc1ccc(CN2CCN3C(=O)[C@H](Cc4ccc(Cl)cc4)NC(=O)[C@H]3C2)cc1F,3,-0.2,-0.5,-6
CCCNC(=O)c1csc(Nc2ccccc2)n1,0,0.0,3.9,7
CCN(CC)C(=O)c1sc2ncnc(N3CCN(c4ccccc4OC)CC3)c2c1C,4,0.0,-1.2,-13
CC(=O)C1=C(O)C(=O)N(CCNCCO)C1c1ccccn1 (centres undefined),-6,-0.8,1.8,9
N#CC1=C(N)SC(N)=C(C#N)C12C(=O)Nc1ccccc12,6,0.0,0.5,2
CCOC(=O)C1(Cc2ccccc2C)CCCN(C(=O)c2ccnn2C)C1 (centres undefined),-17,0.1,-1.4,3
Cc1cccc(C(=O)Nc2nnc(S(=O)(=O)N3CCOCC3)s2)c1,-6,-0.1,0.9,-1
CCN(CC)c1ccc(/C=C2/C(=N)N3C(=NC2=O)SN=C3S(C)(=O)=O)cc1,8,-0.1,0.2,-17
COC(=O)c1ccc(C(=O)N=c2sc3cccc(OC)c3n2C)cc1,-5,-0.1,0.2,-2
CCOC(=O)c1c(NC(=O)C(C)Sc2nnc(CNC(=O)COc3ccccc3)n2-c2ccccc2OC)sc2c1CCCC2 (centres undefined),-12,-0.2,1.9,-2
Clc1nc(N2CCOCC2)c2c(ncn2Cc2ccccc2)n1,4,0.1,-0.5,19
COc1ccc(OCc2cc(C(=O)N3CCC(N(C)C)C3)no2)c(Cl)c1 (centres undefined),-6,0.1,-1.8,10
Cc1ccc(OCC(=O)NCc2ccc(F)cc2)c(Br)c1,-2,0.1,0.9,1
COc1ccc(NC(=O)c2cc3nc(-c4ccc(C)cc4)cc(C(F)(F)F)n3n2)cc1Cl,-1,-0.1,-1.0,3
COc1ccccc1-n1nc(C(=O)Nc2cc(OC)c(OC)c(OC)c2)c2ccccc2c1=O,32*,0.1,-0.4,0
CCOc1ccc(NC(=O)C2CCCN(c3c(CC)c(C)nc4ncnn34)C2)cc1 (centres undefined),5,0.0,1.0,-4
CCOc1ccc2nc(Sc3nc(Nc4ccc(OC)cc4)nc(Nc4cccc([N+](=O)[O-])c4)n3)sc2c1,6,0.1,1.0,12
O=C(/C(Cl)=C/Nc1cccc2cccnc12)C(F)(F)F,-7,0.1,0.4,18
CCOc1ccc(NC(=O)c2cc3cc4ccc(OC)cc4nc3o2)cc1,-3,0.1,-0.5,10
O=C(OC[C@@H]1CCCN2CCCC[C@H]12)c1cc(F)ccc1F,6,0.0,-1.2,9
CC/C(=N\Nc1ccc([N+](=O)[O-])cc1)c1cc(F)ccc1O,-4,0.0,2.6,1
CC1(C)O[C@H]2[C@@H](O1)[C@@H](C(=O)NCC(=O)O)O[C@@H]1OC(C)(C)O[C@@H]12,2,0.0,0.1,7
COC(=O)COc1ccc(C23CC4CC(CC(C4)C2)C3)cc1,-2,-0.1,1.0,-1
Cc1ccc(NC(=O)CCCn2c3ccccc3c(=O)c3ccccc32)cc1C,4,0.2,-0.1,15
CCSc1nc(C)c(Cl)c(C)c1C#N,-3,-0.1,-0.3,-6
Cc1ccc(CNS(=O)(=O)c2c(N)n(C)c(=O)n(C)c2=O)cc1,6,0.6,-0.5,0
CCc1nc2sc3c(c2c(=O)n1CCO)CCC3,-4,-0.1,3.9,-7
Cc1cnc(-c2cccs2)nc1NCc1cccc(C(F)(F)F)c1,10,-0.1,-1.8,-4
O=C1CC(=O)Nc2cc(S(=O)(=O)Nc3ccccc3F)ccc2N1,7,0.1,0.2,1
COc1ccccc1NC(=O)NCc1nc(-c2ccncc2)n[nH]1,1,0.0,0.9,2
O=C(O)c1ccc2c(c1)C(=O)c1ccc(C(=O)O)cc1C2=O,-1,-0.2,-1.6,-9
Cc1nc(-c2cccnc2)sc1-c1ccc(SCc2ccc(Br)cc2)nn1,-1,-0.1,-0.1,37
CCCc1ccc(-c2ccc(-c3noc(-c4cc(-c5ccc(F)cc5)nc5ccccc45)n3)cc2)cc1,1,0.4,-0.3,7
COc1ccc(-c2cc(C(=O)NCc3ccc(Cl)cc3)no2)cc1OC,-12,0.1,-1.9,10
# The list continues:
SMILES,TEAD-YAP inh,FBW7 activator,GPR151 ag,MITF primary
O=C(NC1CCN(Cc2ccccc2)CC1)c1cnc(-c2cccs2)s1,-1,-0.2,-1.8,32
COc1cccc(NC(=O)C2CC(=O)N(c3cccc([N+](=O)[O-])c3)C2)c1 (centres undefined),22,0.4,0.5,16
COc1ccc(CCNc2ccnc(-c3ccccc3)n2)cc1,-2,-0.1,-1.7,1
O=S(=O)(c1ccc(Br)cc1)N1CCSC1c1ccc(Br)cc1 (centres undefined),-4,0.4,-0.6,4
COc1ccc(/C=C/CN2CCC3(CC2)CC3C(=O)N(C)Cc2cscn2)cc1 (centres undefined),-3,-0.1,-0.6,-1
Cc1cccc(OCc2nnc(SCC(=O)N3CCOCC3)n2C)c1,-2,0.1,1.1,12
CCOc1ccccc1CN1CCN(Cc2ccccn2)CC1CCO (centres undefined),-9,0.0,-1.5,-8
COc1ccc(C2=NS(=O)(=O)N(C)C(C(=O)NC(C)(C)CO)=C2)cc1OC,10,0.1,-1.3,7
NC(=O)c1ccccc1NS(=O)(=O)c1ccc(Cl)c(C(F)(F)F)c1,4,0.0,0.5,2
Cc1ccc(CN2CCN(CC3CC4C=CC3C4)CC2)cc1 (centres undefined),5,0.0,0.1,74*
COc1ccc(C(=O)COC(=O)/C=C/c2ccc(S(=O)(=O)N3CCOCC3)cc2)cc1,1,0.0,-2.0,-5
O=S(=O)(Nc1ccc2oc(-c3ccccc3)cc2c1)c1ccc(Br)cc1,-8,0.0,1.2,13
COc1ccccc1NC(=O)c1c(NC(=O)c2ccccc2C)sc2c1CCCC2,5,0.1,0.8,-5
O=C(Nc1c2c(nn1-c1ccc(Cl)cc1)CSC2)c1cc(Br)ccc1Cl,-2,0.0,0.1,2
Cc1cc(/C=C(\C#N)C(N)=S)c(C)c(CN2CCOCC2)c1,8,0.4,-0.2,11
Cc1ccc(NC(=O)Cn2cnc3sc(C(=O)N4CCCCC4C)c(C)c3c2=O)cc1Cl (centres undefined),-1,-0.2,-0.8,-1
Cc1cc2nnc(SCC(=O)N3CCCCC3C)n2c(N)n1 (centres undefined),11,0.4,1.0,6
COc1ccc(CCNC(=O)c2ccnc(NC3CCC(O)CC3)c2)cc1 (centres undefined),5,0.0,0.1,-1
CCOC(=O)C[n+]1c(C)sc2ccc(OC)cc21,21,0.0,6.1*,-5
O=C1CC(c2cccs2)CC2=C1C(c1ccccc1)n1ncnc1N2 (centres undefined),-5,-0.1,1.4,1

# Reprinted at random: 3 records from the list
SMILES,TEAD-YAP inh,FBW7 activator,GPR151 ag,MITF primary
O=S(=O)(c1ccc(Br)cc1)N1CCSC1c1ccc(Br)cc1 (centres undefined),-4,0.4,-0.6,4
CCOc1ccccc1CN1CCN(Cc2ccccn2)CC1CCO (centres undefined),-9,0.0,-1.5,-8
COc1cccc(NC(=O)C2CC(=O)N(c3cccc([N+](=O)[O-])c3)C2)c1 (centres undefined),22,0.4,0.5,16

# Source: PubChem BioAssay (The Scripps Research Institute Molecular Screening Center)
